PRMT1 inh: PRMT1 (human) inhibition, primary screen; Q99873; recombinant PRMT1, activity-based probe fluorescence polarization; inhibition, % at 2.79 µM; actives 1.3% (n = 370,000);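 active = inhibition above about 21% made by adding two undisclosed values, limit read from the data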
Target sequence (Q99873 whole entry, looked up): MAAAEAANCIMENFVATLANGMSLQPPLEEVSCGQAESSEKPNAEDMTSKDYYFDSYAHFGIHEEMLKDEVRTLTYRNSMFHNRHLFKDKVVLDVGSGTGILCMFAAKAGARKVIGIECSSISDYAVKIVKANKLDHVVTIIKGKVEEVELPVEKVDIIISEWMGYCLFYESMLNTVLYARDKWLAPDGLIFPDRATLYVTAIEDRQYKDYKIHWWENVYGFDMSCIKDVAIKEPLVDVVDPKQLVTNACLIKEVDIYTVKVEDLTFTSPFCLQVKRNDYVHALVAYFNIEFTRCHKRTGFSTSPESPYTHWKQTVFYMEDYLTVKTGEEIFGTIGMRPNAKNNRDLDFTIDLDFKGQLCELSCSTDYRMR
TCR CD3 inh: human TCR-CD3 binding inhibition; inhibition, % at 9.4 µM; actives 0.37% (n = 360,000); TAMRA-labeled TCR probe fluorescence, biochemical; in the data active = inhibition above about 19%;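 note: recombinant mutant TCR 2C K166C tagged with TAMRA read by polarization; 0% = receptor in buffer alone and 100% = receptor with positive control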
UHRF1 MBD2 ctr: blocks human UHRF1 binding to methylated DNA. Q96T88. UHRF1 binding to methylated oligo, TR-FRET. inhibition, % at 4.4 µM. actives 0.75% (n = 370,000). AID 687016; in the data active = inhibition above about 21%;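 note: UHRF1 SRA domain binding a hemimethylated CpG hairpin DNA probe; 0% = median of test compound wells and 100% = reference inhibitor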
LEDGF integ inh: blocks HIV-1 LEDGF/p75-dependent DNA integration; TR-FRET IN-LEDGF/p75 DNA integration, Eu/Cy5; inhibition, % at 3.7 µM; actives 0.64% (n = 370,000); AID 743269;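 active = inhibition above the screen-wide mean plus 3 SD, cut at about 13% in these data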;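 note: signal is the Cy5 over europium emission ratio at 671 and 618 nm; 0% = plate median of compound wells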
SIAE primary: human SIAE inhibition, primary screen; Q9HAT2; SIAE FP-Rh probe binding, fluorescence polarization; inhibition, % at 9.66 µM; actives 0.69% (n = 370,000);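 active = inhibition above a cutoff: mean of compounds within the control limits plus 3 SD of those, cut at about 17% in these data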;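 note: 0% = plate median of compound wells and 100% = probe without SIAE protein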
Tn6 DDE FP: disrupts Tn6 cyclic peptide binding to fibrin D-Dimer-E complex. AID 720509. actives 0.21% (n = 370,000). inhibition, % at 8.3 µM. P02675. Fibrin DD(E) TRITC-Tn6 fluorescence polarization displacement;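 active = inhibition above a per-campaign cutoff: mean of compounds within control limits plus 3 SD, cut at about 15% in these data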;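 note: 0% = median of all compound wells on the plate and 100% = blocking peptide control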
TDP2 inh: blocks human TDP2 phosphodiesterase activity | recombinant TDP2, T5PNP hydrolysis, p-nitrophenol absorbance 415 nm | inhibition, % at 12.8 µM | actives 0.34% (n = 370,000) | AID 720702;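 active = inhibition above the mean of all tested compounds plus 3 SD, set per campaign, cut at about 25% in these data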;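 note: 0% = DMSO with enzyme and 100% = buffer with substrate but no TDP2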
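Assay system: recombinant human TDP2 / Reagent: T5PNP substrate at 5 mM, a TopII-DNA adduct mimic / Measured by: epi absorbance from released p-nitrophenol / Evaluation: % inhibition relative to enzyme-containing and enzyme-free wells / Control set: enzyme-free and DMSO wells / Replicates: each compound tested once, singlicate / Schedule: enzyme reaction with compound for 2 h at 37 °C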
MBD2 inh: inhibitors of human MBD2 binding to methylated oligonucleotide. actives 0.31% (n = 370,000). TR-FRET. AID 686964. inhibition, % at 4.4 µM; in the data active = inhibition above about 13%
Target sequence (Q9UBB5 whole entry, looked up): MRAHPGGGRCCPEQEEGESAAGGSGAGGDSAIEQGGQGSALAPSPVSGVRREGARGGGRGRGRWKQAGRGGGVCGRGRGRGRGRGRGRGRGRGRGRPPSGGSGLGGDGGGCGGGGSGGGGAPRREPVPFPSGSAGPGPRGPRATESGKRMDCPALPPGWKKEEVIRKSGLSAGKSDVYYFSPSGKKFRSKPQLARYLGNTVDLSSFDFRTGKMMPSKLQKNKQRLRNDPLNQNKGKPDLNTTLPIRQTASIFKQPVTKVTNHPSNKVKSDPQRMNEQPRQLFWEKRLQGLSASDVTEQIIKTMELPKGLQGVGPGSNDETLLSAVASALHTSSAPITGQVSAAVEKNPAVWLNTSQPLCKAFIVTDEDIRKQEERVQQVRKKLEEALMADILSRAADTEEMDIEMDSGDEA
Tn7 DDE FP: DD(E)-Tn7 binding inhibition, primary FP screen | P02675 | FP displacement of FITC-Tn7 peptide from fibrin DD(E); 0% = median of compound wells per plate | inhibition, % at 8.3 µM | actives 0.13% (n = 370,000) | AID 720508;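 active = inhibition above the mean of compounds falling within the control limits plus 3 SD of them, cut at about 14% in these data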;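 note: 0% = plate median of compound wells and 100% = 10 µM Aha-Tn7 peptide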
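Assay system: human fibrin DD(E). Input: DD(E) 2 µM final. Medium: Tris buffer with calcium and detergent, pH 7.8. Compound dosing: single point at 8.3 µM. Timing: 10 min plus 3 h, room temperature. Technique: fluorescence polarization of the labelled Tn7 tracer. Read-out: percent inhibition. Replicates: singlicate testing.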
KLK7 zymogen act: proKLK7 (human) activation, primary screen; purified proKLK7, EDANS-DABCYL substrate fluorescence; 100% is mature enzyme control, 0% vehicle; actives 0.9% (n = 370,000); activation, % at 7 µM; AID 652039;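 active = activation above the mean of all tested compounds plus 3 SD, computed per campaign excluding outliers beyond control limits, cut at about 13% in these data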
Target sequence (P49862 whole entry, looked up): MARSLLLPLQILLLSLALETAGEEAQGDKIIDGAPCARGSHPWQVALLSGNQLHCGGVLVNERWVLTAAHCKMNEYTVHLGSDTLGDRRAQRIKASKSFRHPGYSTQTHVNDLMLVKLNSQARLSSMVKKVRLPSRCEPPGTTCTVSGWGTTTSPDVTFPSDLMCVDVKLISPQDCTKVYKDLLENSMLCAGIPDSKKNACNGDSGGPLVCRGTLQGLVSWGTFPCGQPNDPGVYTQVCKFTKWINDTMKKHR
Active calls of the source: *; & = joins results of further samples.

SMILES	PRMT1 inh	TCR CD3 inh	UHRF1 MBD2 ctr	LEDGF integ inh	SIAE primary	Tn6 DDE FP	TDP2 inh	MBD2 inh	Tn7 DDE FP	KLK7 zymogen act
CCN(CC)c1ccc(/C=C2\C(=O)NC(=S)N(C)C2=O)o1	-23	-34	-30	1	-21	1	7	-32	-28	0.0
CCOC(=O)[C@]12Cc3ccccc3[C@H]1N(C)C(=O)c1cc(OC)ccc12	3	2	2	-2	4	6	8	-1	8	0.3
c1ccc(CCn2nnnc2CN2CCC(n3nnc4ccccc43)CC2)cc1	-2	5	0	0	5	6	5	-6	7	1.0
CN(C)C(=O)Oc1cc(OC(=O)N(C)C)cc(C(O)CNC(C)(C)C)c1 (centres undefined)	-3&-3	-4&-4	1&2	4&0	2&-2	6&1	-4&-3	1&-1	-4&0	0.0&-0.2
Cc1cccc(N2C(=O)NC(=O)/C(=C\c3cnn(-c4ccccc4)c3)C2=O)c1	3	0	0	1	-7	-6	-8	-3	-1	-0.5
S=C1CN=C(c2ccccc2)c2cc(Cl)ccc2N1	1	-7	0	-3	-9	4	-7	2	-3	-0.1
COC(=O)C(O)(c1ccc(NC(=O)Oc2ccccc2)cc1)C(F)(F)F (centres undefined)	0	-9	2	-3	1	5	18	2	-2	0.1
COc1ccccc1-n1c(O)c(/C=C2\C=Nc3ccccc32)c(=O)[nH]c1=O	2	-11	1	5	-7	-12	3	0	-8	0.2
NC(=O)Cn1cc(C(=O)c2ccccc2F)c2ccccc21	2	-5	-2	0	3	7	14	1	7	-0.3
O=C(c1cc(-c2ccc(Cl)cc2)n(-c2ccc(Cl)cc2Cl)n1)N1CCOCC1	-4	-3	3	26*	-7	3	-1	3	-4	0.2

Fetched one by one from above, 5 records:
SMILES	PRMT1 inh	TCR CD3 inh	UHRF1 MBD2 ctr	LEDGF integ inh	SIAE primary	Tn6 DDE FP	TDP2 inh	MBD2 inh	Tn7 DDE FP	KLK7 zymogen act
CCOC(=O)[C@]12Cc3ccccc3[C@H]1N(C)C(=O)c1cc(OC)ccc12	3	2	2	-2	4	6	8	-1	8	0.3
COC(=O)C(O)(c1ccc(NC(=O)Oc2ccccc2)cc1)C(F)(F)F (centres undefined)	0	-9	2	-3	1	5	18	2	-2	0.1
NC(=O)Cn1cc(C(=O)c2ccccc2F)c2ccccc21	2	-5	-2	0	3	7	14	1	7	-0.3
Cc1cccc(N2C(=O)NC(=O)/C(=C\c3cnn(-c4ccccc4)c3)C2=O)c1	3	0	0	1	-7	-6	-8	-3	-1	-0.5
COc1ccccc1-n1c(O)c(/C=C2\C=Nc3ccccc32)c(=O)[nH]c1=O	2	-11	1	5	-7	-12	3	0	-8	0.2

(next part)
SMILES	PRMT1 inh	TCR CD3 inh	UHRF1 MBD2 ctr	LEDGF integ inh	SIAE primary	Tn6 DDE FP	TDP2 inh	MBD2 inh	Tn7 DDE FP	KLK7 zymogen act
COc1ccc(-c2nc3ccccc3c(=O)n2-c2nccs2)cc1	-3	2	-2	2	0	-9	1	-1	-4	0.8
C[N+](C)(C)CC#CCN1CCCC1=O	-2	3	-3	-4	4	0	8	7	0	0.5
COc1ccc(CCC(C)NCCc2ccccc2)cc1 (centres undefined)	3	1	5	-4	-5	-8	-9	10	3	0.4
CCNc1cc(N2CCN(C)CC2)ccc1[N+](=O)[O-]	-1	-1	-23	1	-1	3	2	-17	-6	-0.9
CC(=O)Nc1cccc([As](=O)(c2cccc(NC(C)=O)c2)c2cccc(NC(C)=O)c2)c1	-3	9	0	-4	-4	-7	5	1	-10	-0.5
Cn1c(=O)cc(OCC(=O)N2CCC3(CC2)OCCO3)c2ccccc21	2	-2	0	-3	2	-2	3	0	-7	-0.2
COC(=O)C1=C(c2ccc(OC(F)(F)F)cc2)C[C@@H]2CC[C@H]1N2C(=O)NC1Cc2ccccc2C1	0	0	-3	-2	-9	2	-11	1	-5	-0.3
O=C(O)C1CC2(Cl)C(Cl)=C(Cl)C1(Cl)C2(Cl)Cl (centres undefined)	6	2	4	5	3	-9	-11	0	-4	0.1
CCOP(=O)(Oc1ccccc1)c1c([N+](=O)[O-])cc(C(F)(F)F)cc1[N+](=O)[O-] (centres undefined)	1	7	-5	1	4	-2	14	-6	-2	-0.1
COC(=O)C1=C(c2ccc(F)cc2OCc2ccccc2)C[C@@H]2CC[C@H]1N2C(=O)NCc1ccccc1C(F)(F)F	2	7	7	-5	-9	0	-3	3	-3	-0.3
CC(C)N(CC(O)c1cccc([N+](=O)[O-])c1)C(C)C (centres undefined)	-1	0	0	-1	-3	-4	-1	-3	-7	0.3
COc1cc(OC)c2c(c1)O[C@@H](c1ccc(OC)c(OC)c1)[C@H](O)C2	-3	3	1	-5	5	3	16	4	8	0.6
COc1ccc(CN2CCCC(C(=O)c3ccccc3SC)C2)cc1O (centres undefined)	-4	-1	0	4	3	5	7	-5	9	-0.3
NCC(O)c1ccc(O)cc1 (centres undefined)	0	7	-1	1	-4	1	0	0	-6	0.8
COc1ccc2c3c([nH]c2c1)C(C)=NCC3	2	-5	-2	-1	1	-1	-2	0	-3	54*
O=C(CN1CCN(c2ccccc2F)CC1)Nc1cccnc1Cl	-2	4	1	-5	15	2	9	-2	3	-0.3
CCCOC(=O)c1c(N)n(Cc2cccs2)c2nc3ccccc3nc12	-2	2	-3	-1	-12	2	9	-4	0	-12
O=c1c2ccccc2nc(-c2ccccc2Cl)n1-c1ccc(O)cc1	-1	4	-1	1	5	4	14	-1	-2	-0.1
CCCNC(=O)N1[C@H]2CC[C@@H]1C(C(=O)OC)=C(c1ccc(C(C)=O)cc1)C2	-3	2	-2	-1	2	-1	14	3	-8	0.2
CCC1(CC)C(=O)C=CNC1=O	0	5	0	2	-9	4	7	2	-5	-0.9
CCNc1nc(Cl)nc(NC(C)C)n1	-1	-3	3	1	0	-4	1	4	3	0.2
Cc1cc(C)c(S(=O)(=O)NCC2CCC(C(=O)N3CCC4(CC3)OCCO4)CC2)c(C)c1 (centres undefined)	0	-2	1	1	-1	2	-5	4	7	0.2
Clc1ccc(OCC#CCN2CCOCC2)cc1	-2	11	-2	24*	3	-2	4	1	-4	0.1
O=C1NC(=S)N(c2ccc(F)cc2)C(=O)/C1=C/c1ccccc1O	2	-2	0	-1	3	3	1	2	-6	0.3
C=C(C)C1(CCCC)C(=O)NC(=S)NC1=O	-4	5	3	-1	1	6	-6	-2	3	0.1
CC(=O)O[C@@H]1CC[C@]2(C)C3CC[C@@]4(C)C(C[C@@H](O)[C@@H]4O)C3[C@@H](OC(C)=O)C[C@H]2C1 (some centres undefined)	-5	-6	1	3	-2	0	-9	0	-5	-0.3
CN1Cc2cnnn2-c2ccccc2C1c1ccccc1 (centres undefined)	-3	-3	-1	-1	5	-1	-1	-4	-5	0.1
Cc1ccsc1C(=O)C1CCCN(Cc2cnn(C)c2)C1 (centres undefined)	2	-5	4	-1	4	-1	-2	1	2	-0.2
C/C=C/c1ccc2c(c1)OCO2	-5	0	-1	3	1	-5	4	-1	-5	0.4
COc1cccc(C2CCN(CC(=O)Nc3cc(Cl)ccc3OC)CC2O)c1 (centres undefined)	-4	2	3	8	1	-13	-6	-7	-2	-0.8
O=C(Nc1ccc(F)cc1)N1CC2CC(C1)c1cccc(=O)n1C2 (centres undefined)	-4	1	0	-1	-7	2	1	-6	-2	-0.6
CN(C)c1cccc2c(C#N)ccc(N(C)C)c12	1	3	-2	-3	2	0	8	2	4	0.5
O=P1(NCCCl)OCCC(OO)N1CCCl (centres undefined)	0	-5	1	3	-3	2	-12	-3	3	-0.9
Cn1c(O)c(C(c2ccncc2)c2c(O)n(C)c(=S)n(C)c2=O)c(=O)n(C)c1=S	38*	-12	8	1	-7	-8	-5	10	0	0.8
CCOc1cc2[nH]c(=S)n(CCCC(=O)N3CCC4(CC3)OCCO4)c(=O)c2cc1OCC	-2	4	-1	2	4	1	-7	0	-2	0.4
CCC(C)n1c(O)c(/C=N/N2CCOCC2)c(=O)[nH]c1=S (centres undefined)	0	6	-1	-2	3	1	0	1	-1	0.1
Cc1ccc2c(c1)C1CN(C)CCC1N2C(=O)Cn1nnc(-c2ccccc2F)n1 (centres undefined)	-1	3	0	0	4	5	-1	-3	4	0.2
COC(=O)C1=C(c2ccc(F)cc2F)C[C@@H]2CC[C@H]1N2C(=O)NCCO	0	-4	-4	0	4	7	-1	-6	7	0.6
CCN1CCN(Cc2ccc(C)cc2)CC1	3	3	-1	0	5	-8	-4	-3	7	0.5
CCCNC(=O)c1c(N)n(CC2CCCO2)c2nc3ccccc3nc12 (centres undefined)	2	9	9	5	3	-7	16	-2	6	-70
COc1ccc(C(CC(=O)N2CCC3(CC2)OCCO3)NS(=O)(=O)c2ccc(OC)cc2)cc1 (centres undefined)	1	0	0	1	-4	1	-8	5	0	0.8
Cc1ccc2c(c1)C1CN(C)CCC1N2C(=O)c1ccco1 (centres undefined)	0	-6	0	1	0	-2	0	-1	3	-0.4
O=c1[nH]c(=S)n(CCC2=CCCCC2)c(O)c1C=NCCCn1ccnc1	-4	-6	-3	4	-32	-9	-4	-3	-3	-0.6
O=C(O)CCn1cc(C=C2C(=O)NC(=O)NC2=O)c(-c2ccc(Br)cc2)n1	7	4	-6	-1	8	2	10	-2	3	0.4
Cc1ccc[n+](CC(O)Cn2c3ccccc3c3ccccc32)c1 (centres undefined)	0	2	-2	2	4	2	14	-1	3	0.6
O=C(O)CCl	2	-2	0	-2	1	-8	-9	-3	2	-0.3
CCOC(=O)[C@]12Cc3cc(C)ccc3[C@H]1N(Cc1ccccc1)C(=O)c1cc(F)c(F)cc12	0	-1	0	-1	-3	4	-6	1	6	-0.8
Nc1cc(Cl)c2nonc2c1[N+](=O)[O-]	41*	-12	-22	-3	-10	-8	-7	-9	7	0.0
COC1C(O)C(C)OC(OC2CCC3(C)C(CCC4C3C(O)CC3(C)C(C5=CC(=O)OC5)CCC43O)C2)C1O (centres undefined)	-1	-5	5	-2	-2	-8	-8	-2	1	0.0
N#CC1=C(N)Oc2c(c(=O)sc3ccccc23)C1c1ccncc1 (centres undefined)	4	-2	1	-4	-2	-1	-5	-4	0	0.1
(continued)
SMILES	PRMT1 inh	TCR CD3 inh	UHRF1 MBD2 ctr	LEDGF integ inh	SIAE primary	Tn6 DDE FP	TDP2 inh	MBD2 inh	Tn7 DDE FP	KLK7 zymogen act
COc1ccc(CC2=NCCc3cc(OC)c(OC)cc32)cc1OC	-1	8	21*	27*	3	1	31*	6	1	-9.9
O=C(C(Cc1ccccc1)NS(=O)(=O)c1ccc(F)cc1)N1CCC2(CC1)OCCO2 (centres undefined)	-1	3	-2	-3	5	4	-7	0	-3	0.7
CCn1cc(CN2CCCC(C(=O)c3cccc(OC)c3)C2)c(C)n1 (centres undefined)	-4	-1	13	5	-1	-9	-8	0	-1	0.3
O=c1c2ccccc2nc(CBr)n1-c1ccc(Cl)cc1	-4	11	-1	3	-9	4	2	-4	7	-0.3
Cc1ccc(-n2c(O)c(/C=N/NC(=O)c3ccncc3)c(=O)[nH]c2=O)cc1C	5	6	-1	-1	2	3	4	-2	-1	-0.1
O=[N+]([O-])c1ccc(N2CCCC2)c2ncccc12	-2	5	-8	-3	-3	-10	2	-9	-1	-0.6

Screens as filed in PubChem BioAssay.

A portion of the library; rates above refer to the full screens.
